Screens: PubChem, National Center for Advancing Translational Sciences (NCATS)
POLK inh = inhibitors of human DNA polymerase kappa. Potency, µM (doses to about 107 µM), for inactives: at the top dose activity, negative = inhibition, actives largely listed as inhibitors. purified Pol kappa, fluorescent DNA synthesis assay, 10 min. AID 588579. hit rate 0.53% among 400,000. Q9UBT6; further: potency means the concentration at half of the fitted maximal effect; on the % scale 0 is the no-effect control and ±100 the full control effect
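Kinetic fluorescence screen: compound preincubated 15 min RT with 10 nM enzyme; 50 nM substrate (final) initiates; reads at 0/10 min.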
BLM helicase inh = inhibitors of human Bloom syndrome helicase BLM; recombinant BLM DNA unwinding, fluorescence dequenching; Potency, µM (titrated, usually from 56.1 µM), for inactives: at the top dose activity change, negative = inhibition, most hits filed as inhibitors; AID 2528; P54132; hit rate 0.2% among 350,000;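 further: potency means the concentration at half of the fitted maximal effect; plate controls were vehicle for no effect and no enzyme for full effect; nearly all actives have a fitted effect of over 35% in size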
APEX1 inh = APE1 (human) endonuclease inhibition. AID 2517. hit rate 0.35% among 350,000. P27695. Potency, µM (highest dose often 65.8 µM), for the others: top-dose activity change, negative = inhibition, most hits filed as inhibitors. recombinant APE1, TAMRA/BHQ-2 abasic DNA cleavage fluorescence;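 further: potency means the concentration at half of the fitted maximal effect; plate controls were vehicle for no effect and reference inhibitor for full effect; nearly all actives have a fitted effect of over 55% in size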
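Quantitative HTS: incision of a TAMRA/BHQ-2 double-stranded substrate bearing a tetrahydrofuran abasic site by 0.75 nM APE1 raises fluorescence. Substrate 50 nM final, added after 15 min compound preincubation at room temperature; progress as third-minus-first kinetic read difference.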
POLH inh = inhibitors of human DNA polymerase eta | Q9Y253 | recombinant Pol eta, fluorescent DNA replication assay | Potency, µM (doses to about 114 µM), for the others: top-dose activity change, negative = inhibition, usual class: inhibitors | hit rate 1.2% among 390,000; further: potency means the concentration at half of the fitted maximal effect; on the % scale 0 is the no-effect control and ±100 the full control effect
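Pol eta (10 nM) was preincubated with compounds for 15 min at room temperature, after which fluorescent replication substrate (50 nM final) was added to start the reaction. Fluorescence was read kinetically at 0 and 10 min.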
Pol beta inh = DNA polymerase beta (human) inhibition; P06746; Pol beta primer extension/strand displacement, fluorescence kinetic; Potency, µM (titrated, usually from 114 µM), without a hit: at the highest dose activity change, negative = inhibition, hits mostly inhibitors; hit rate 1.3% among 340,000; further: potency means the concentration at half of the fitted maximal effect; on the % scale 0 is the no-effect control and ±100 the full control effect
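Homogeneous kinetic assay of primer extension and strand displacement by 10 nM Pol beta, preincubated 15 min at room temperature with compound before 50 nM substrate (final) was added. Read at 0 and 10 min; four-parameter Hill fit.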
POLI inh = DNA polymerase iota (human) inhibition; Potency, µM (top dose mostly 115 µM), for the others: at the highest dose activity, negative = inhibition, hits mostly inhibitors; Q9UNA4; hit rate 1% among 390,000; Pol iota fluorescent replication assay, 10 min; further: potency means the concentration at half of the fitted maximal effect
Target sequence (Q9UNA4 whole entry, looked up): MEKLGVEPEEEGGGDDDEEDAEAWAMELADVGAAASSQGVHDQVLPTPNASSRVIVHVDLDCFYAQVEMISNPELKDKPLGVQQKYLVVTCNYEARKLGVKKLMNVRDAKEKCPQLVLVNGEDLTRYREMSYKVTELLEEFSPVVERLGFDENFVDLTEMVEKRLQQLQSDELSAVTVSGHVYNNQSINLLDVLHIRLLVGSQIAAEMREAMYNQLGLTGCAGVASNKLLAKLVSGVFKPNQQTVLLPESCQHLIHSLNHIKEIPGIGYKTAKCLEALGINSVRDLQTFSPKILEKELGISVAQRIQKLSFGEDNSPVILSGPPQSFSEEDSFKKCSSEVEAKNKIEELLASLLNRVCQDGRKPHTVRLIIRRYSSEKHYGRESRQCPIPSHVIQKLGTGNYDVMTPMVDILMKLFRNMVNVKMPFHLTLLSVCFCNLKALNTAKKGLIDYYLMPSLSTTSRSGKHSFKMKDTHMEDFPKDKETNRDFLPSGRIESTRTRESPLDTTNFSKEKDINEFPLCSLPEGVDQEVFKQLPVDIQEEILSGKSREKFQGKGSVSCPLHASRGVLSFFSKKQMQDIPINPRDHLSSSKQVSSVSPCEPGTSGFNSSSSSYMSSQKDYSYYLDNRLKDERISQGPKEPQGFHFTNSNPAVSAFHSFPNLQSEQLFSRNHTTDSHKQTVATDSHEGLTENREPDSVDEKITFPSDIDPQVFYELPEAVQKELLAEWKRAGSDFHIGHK
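Fluorescent replication assay read twice, at 0 min and 10 min after adding 50 nM (final) substrate. Enzyme (10 nM) and compounds were first incubated 15 min at room temperature; enzyme-free buffer wells were negative controls.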
RXFP1 antagonist = blocks the human relaxin receptor RXFP1. Q9HBX9. hit rate 0.59% among 350,000. activity change, negative = inhibition, % at 57.5 µM. AID 1259400. HEK293-RXFP1, relaxin-stimulated cAMP HTRF, 30 min; active compounds read low;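 active means activity change of -60% or lower, but not beyond a set lower limit; inconclusive means change between -60% and -40%, or beyond the set limit; inactive means change above -40%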; further: on the % scale 0 is the no-effect control and ±100 the full control effect
Apoferritin bind = candidate novel general anesthetic via apoferritin binding; P02791; apoferritin/1-aminoanthracene competitive binding, fluorescence; Potency, µM (doses to about 77.5 µM), without a hit: at the highest dose activity change, negative = displacement, actives largely listed as inhibitors; hit rate 0.074% among 350,000; further: potency means the concentration at half of the fitted maximal effect; on the % scale 0 is the no-effect control and ±100 the full control effect; nearly all actives have a fitted effect of over 20% in size
Target sequence (P02791 2-175 limits assumed): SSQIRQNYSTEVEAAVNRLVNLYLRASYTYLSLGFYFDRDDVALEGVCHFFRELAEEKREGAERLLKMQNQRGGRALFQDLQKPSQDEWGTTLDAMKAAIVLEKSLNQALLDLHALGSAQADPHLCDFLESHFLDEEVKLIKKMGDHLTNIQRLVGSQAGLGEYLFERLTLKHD
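Probe: 1-aminoanthracene (50% saturated, PBS). Protein: horse-spleen apoferritin, 10 uM. Incubation: 10 min, room temperature. Detection: 380 nm excitation, 535 nm emission. Analysis: normalized response, four-parameter Hill.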
Tb PGK inh = inhibitors of T. brucei phosphoglycerate kinase; P07378; PGK/GAPDH coupled, Kinase-Glo luminescence, 60 min; Potency, µM (highest dose often 57.5 µM), for the others: top-dose activity change, negative = inhibition, actives largely listed as inhibitors; hit rate 0.043% among 380,000; AID 602233; further: potency means the concentration at half of the fitted maximal effect; on the % scale 0 is the no-effect control and ±100 the full control effect; nearly all actives have a fitted effect of over 60% in size
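Luminescent ATP detection (Kinase-Glo Plus) follows a 60-minute room-temperature incubation, with wells lacking PGK as controls. Buffer: 100 mM TEA (pH 7.6), 5 mM MgCl2, 0.01% Tween-20. Coupling enzyme GAPDH (100 nM final) supplies unstable 1,3-BPG in-well.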
Active calls of the source: *; i = inactive; ? = inconclusive; · = no result given; & = joins results of further samples; [ ] = dose if it differs, or a comment. Unless noted, the call rests on the fitted dose curve; in most records, active means well fitted curve in the direction sought with a large enough effect; inconclusive means small, poorly fitted or top-dose-only effect, or another doubt; inactive means no such curve, though single readings can be large; an effect the other way counts as inactive or inconclusive.

1: CCn1cc(C(=O)N2CCN(c3cccc(Cl)c3)CC2)c(=O)c2cc(S(=O)(=O)N3CCOCC3)ccc21
2: CCOC(=O)C1CCCN(S(=O)(=O)c2c(C)noc2C)C1 (stereo not given)
3: CCOc1ccc(S(=O)(=O)N2CCC(C(=O)N3CCN(Cc4ccccc4)CC3)CC2)cc1
4: CN1C2=CC=CC=CC2=[N+](C)C12C=CC(=[N+]([O-])[O-])C=C2[N+](=O)[O-] (stereo not given)
5: CN1CCN(CCC(=O)N/N=C/c2ccccc2F)CC1
6: Cc1ccc(NC(=O)CN(C)CC(=O)Nc2ccc(N3CCOCC3)cc2)cc1F
7: CCC(C#CCN1CCCCC1)(CC)OCCC#N
8: O=C1C(Cl)=C(NCCN2CCOCC2)C(=O)c2ncccc21
Assay by compound,1,2,3,4,5,6,7,8
POLK inh,-14%,8%,-11%,-37%,-3%,10%,2%,5%[60.1 µM]
Pol beta inh,-12%,?,-3%,22%,2%,14%,46%,·
Tb PGK inh,-1%,0%,i,-2%,3%,-8%,-10%,·
Apoferritin bind,?,-2%,-10%,-20%,-3%,-3%,-18%,3%&-13%
POLH inh,?,-16%,-16%,1%,-1%,-21%,-9%,·
BLM helicase inh,-6%,-6%,-2%,-20%,0%,-15%,0%,5µM*
POLI inh,?,13%,-3%,?,26%,33%,4%,·
APEX1 inh,·,4%,-8%,0%,3%,-1%,0%,?
RXFP1 antagonist,·,-5,-10,-4,-16,-5,-22,·

9: COc1ccc(Cc2nnc(NC(=O)C3CC(=O)N(c4ccccc4C)C3)s2)cc1OC (stereo not given)
10: O=C(CSc1cn(CCNC(=O)c2ccccc2F)c2ccccc12)Nc1ccc(F)cc1
11: C[C@H](NC(=O)c1cc2cc(Cl)ccc2n1C)C(=O)N1CCC(C(=O)O)CC1
12: Cc1ccc(OCCn2cncn2)c([N+](=O)[O-])c1
13: Cc1nnc(SCC(=O)Nc2nc(-c3ccccc3)cs2)n1N
14: COc1ccc(NC(=O)C(c2cc3c(cc2[N+](=O)[O-])OCO3)N(C)c2ccccc2)cc1 (stereo not given)
15: Cc1cccc(NCc2cccc3ccccc23)n1
16: CCN(CC)c1ccc2cc(-c3nnc(-c4ccncc4)o3)c(=O)oc2c1
Assay by compound,9,10,11,12,13,14,15,16
POLK inh,-23%,-1%,2%,4%,-8%,-6%,0%,0%
Pol beta inh,·,1%,2%,15%,29%,7%,-27%,-14%
Tb PGK inh,-1%,5%,-10%,-2%,-1%,-5%,-10%,-6%
Apoferritin bind,·,-7%,17%,-9%,-11%,-20%,?,2%
POLH inh,2%,-17%,5%,-12%,-13%,-6%,-14%,-3%
BLM helicase inh,·,-2%,-5%,-4%,-2%,-23%,-1%,-5%
POLI inh,?,13%,-11%,18%,-7%[58.9 µM],36%[activator],-10%,-13%[58.9 µM]
APEX1 inh,5%,·,56%[activator],0%,-4%,-1%,-4%,-1%
RXFP1 antagonist,-11,·,23,14,7,-2,-12,4

17: Cc1cc(/C=C2\SC(=Nc3ccc(N4CCOCC4)cc3)N(C)C2=O)c(C)n1-c1cccnc1
18: C=CCNc1nc(N)c([N+](=O)[O-])c(Nc2cccc(Cl)c2)n1
19: COc1ccc2cc(CO)n(C)c2c1
20: COc1ccccc1CNS(=O)(=O)c1ccc2c(c1)NC(=O)CO2
21: COc1ccc(CN2CCNC(=O)C2CC(=O)N2CCCO2)c(OC)c1 (stereo not given)
22: COc1ccc(CNC(=O)C(c2ccc(O)cc2)N(Cc2ccco2)C(=O)c2snc(C(N)=O)c2N)cc1 (stereo not given)
23: CCc1ccc(CNC(=O)c2cnc3sc(N4CCCCCC4)nn3c2=O)cc1
24: Cc1cc(C)nc(SCC(=O)N/N=C/c2ccc3c(c2)OCO3)n1
Assay by compound,17,18,19,20,21,22,23,24
POLK inh,4%,-3%,-3%,14%,3%,-4%,0%,-3%
Pol beta inh,-4%,0%,·,14%,2%,-1%,-2%,-1%
Tb PGK inh,i,-6%,-6%,-1%,-2%,-1%,-7%,-5%
Apoferritin bind,-6%,-1%,·,-8%,1%,-4%,-9%,-5%
POLH inh,-15%,-13%,1%,-11%,-21%,-8%,-7%,-16%
BLM helicase inh,0%,-1%,·,2%,-1%,-3%,-1%,-1%
POLI inh,12%,-20%,13%,16%,32%[activator],53%[activator],22%,27%
APEX1 inh,-3%,61%,-2%,2%,4%,70%[activator],·,-5%
RXFP1 antagonist,-12,-1,·,4,-3,4,-1,-9

25: O=C(Cn1c(C(=O)N2CCN(C3CCCC3)CC2)cc2sccc21)c1ccccc1
26: CC(C)Cc1[nH]c(=O)c(C#N)c2c1CCCC2
27: O=C(NCc1ccco1)c1ccc2c(c1)N(Cc1ccccc1)CCS2
28: Cc1nn(C)c(Cl)c1CN1CCCC(C(=O)Nc2ccc(-c3cscn3)cc2)C1 (stereo not given)
29: COc1cccc(NC(=O)CN(C)C(=O)CCCc2nc3ccccc3c(=O)[nH]2)c1
30: COc1ccc(C(OCC(O)CNC(C)c2ccccc2)c2ccc(OC)cc2)cc1 (stereo not given)
31: O=C(CN1CCCC1)NC1C2CC3CC(C2)CC1C3 (stereo not given)
32: COc1ccc(NC(=O)c2sc3nc(N4CCOCC4)c4c(c3c2N)CC(C(C)C)OC4)c(OC)c1 (stereo not given)
Assay by compound,25,26,27,28,29,30,31,32
POLK inh,-12%,-2%,-3%,-13%,6%,-14%,-13%,0%
Pol beta inh,28%,-19%,-3%,33%,·,2%,-5%,7%
Tb PGK inh,20%,0%,-1%,1%,-1%,6%,3%,-6%
Apoferritin bind,-22%,4%,120%[activator],-7%,·,-5%,-14%,44%[activator]
POLH inh,-24%,-10%,-5%,-7%,-15%,-1%,-12%,-18%
BLM helicase inh,-2%,-1%,-14%,0%,·,-4%,-1%,-1%
POLI inh,37%,25%,-6%,8%,5%,8%,25%,13%
APEX1 inh,0%,1%,5%,13%,8%,4%,-6%,-4%
RXFP1 antagonist,-5,-6,6,-32,7,-6,-7,-1

33: O=C1C(NS(=O)(=O)c2ccc(Cl)cc2)=C(N2CCCCC2)C(=O)c2ccccc21
34: C(=C\c1ccccc1)/CSc1nnc(-c2ccccn2)n1Cc1ccco1
35: COc1ccc(CCNC(=O)Cn2nnc(-c3ccccc3F)n2)cc1OC
36: C#CCOC(=O)C(NC(=O)c1ccccc1)=C1CCCCC1
37: COc1ccc(CNC(=O)CCCn2c(SCC(N)=O)nc3cc4c(cc3c2=O)OCO4)cc1
38: Cc1ccc(Cl)cc1Nc1nc2ccccc2n2c(C)nnc12
39: COc1ccc(S(=O)(=O)NCc2cccnc2)cc1
40: CC(=O)c1c(NC(=O)C(C)C)nc(C)nc1-c1ccccc1
Assay by compound,33,34,35,36,37,38,39,40
POLK inh,5%,-11%,1%[60.1 µM],-1%,-15%[60.1 µM],-9%,1%,-12%
Pol beta inh,-18%,?,3%,-3%,2%,-19%,39%,2%
Tb PGK inh,-10%,-9%,-9%,-1%,8%,i,-10%,-1%
Apoferritin bind,-6%,-3%,-3%,-15%,-2%,-23%,-9%,-9%
POLH inh,?,?,-2%,-10%,-12%,-17%,-3%,-11%
BLM helicase inh,-16%,-6%,-4%,-1%,-11%,-8%,-3%,-3%
POLI inh,22%,?,?,10%,7%,7%,-12%,-6%
APEX1 inh,9%,0%,3%,3%,·,·,5%,10%
RXFP1 antagonist,-20,-4,-2,-2,-13,0,3,-3

41: CSc1ccc(NC(=O)NCCCN2CCN(c3ccccc3F)CC2)cc1
42: C=CCC[C@H](Cc1ccc(F)cc1)C(=O)OC[C@H](C)NC(=O)[C@H](CC=C)CC(=O)N(CCO)Cc1ccccc1
43: Cn1c(SCC(=O)Nc2cccc(F)c2)nnc1-c1cc2ccccc2o1
44: CC(C)(C)OC(=O)C[C@@H]1C/C=C\C[C@@H](CC(=O)NCCO)C(=O)NCCOC1=O
45: Cc1ccc(OCc2nc(-c3ccccn3)no2)cc1
46: O=P(Cc1ccccc1)(Cc1ccccc1)c1ccccc1
47: COC(=O)c1c(C(=O)OC)c(-c2ccc(OC)cc2)n2c1CS(=O)C2 (stereo not given)
48: CCOc1ccccc1NC(=O)CSc1nnc(CC)c(CC)n1
49: Cc1nc2ccccc2c(=O)n1/N=C/c1ccc(O)cc1
Assay by compound,41,42,43,44,45,46,47,48,49
POLK inh,-4%,-8%,-5%,-19%,-2%,-13%,0%,4%,-16%
Pol beta inh,-10%,·,2%,·,0%,·,21%,4%,28%
Tb PGK inh,-3%,0%,1%,6%,-5%,-4%,·,-9%,-6%
Apoferritin bind,-23%,·,-2%,·,-17%,·,0%,-17%,-15%
POLH inh,-2%,?,-15%,-6%,11%,-8%,-1%,-6%,8%
BLM helicase inh,-2%,·,-5%,·,-3%,·,-9%,2%,-3%
POLI inh,10%,-4%,19%,-4%,-9%,-4%,-26%,-10%,19%
APEX1 inh,-11%,-6%,-3%,-15%,4%,·,-13%,·,-2%
RXFP1 antagonist,-7,·,5,·,-11,-3,9,-13,-9

Some of the compounds tested; rates above refer to the full screens.
